Screens: PubChem BioAssay, Sanford-Burnham Center for Chemical Genomics
ATG4B inhibitor: ATG4B protease inhibitors, primary screen, biochemical, fluorescence, uHTS; Cysteine protease ATG4B (Homo sapiens), Q9Y4P1; ATG4B cleavage of LC3-PLA2, NBD-HPC fluorescence, 1 h; inhibition, % at 8.33 µM; 0.51% of 340,000 active; AID 504462, 2011; in the data active means inhibition above about 40%
Target sequence (Q9Y4P1 whole entry, looked up): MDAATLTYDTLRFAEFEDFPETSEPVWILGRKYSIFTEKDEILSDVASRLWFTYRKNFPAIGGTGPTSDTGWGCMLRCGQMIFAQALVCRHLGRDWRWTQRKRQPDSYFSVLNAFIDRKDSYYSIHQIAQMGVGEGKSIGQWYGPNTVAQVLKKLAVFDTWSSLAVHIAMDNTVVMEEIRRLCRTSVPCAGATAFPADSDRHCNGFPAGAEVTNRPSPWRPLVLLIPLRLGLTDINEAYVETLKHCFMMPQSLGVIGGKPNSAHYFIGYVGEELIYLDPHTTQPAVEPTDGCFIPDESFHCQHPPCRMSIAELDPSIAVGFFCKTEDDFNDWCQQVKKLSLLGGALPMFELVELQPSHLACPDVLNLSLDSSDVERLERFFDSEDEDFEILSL
HKDC1 inhibitor: HKDC1 hexokinase inhibitors, primary screen, biochemical, fluorescence, uHTS | Q2TB90 | AID 493160, 2011 | recombinant HKDC1, G6PDH/diaphorase resazurin coupled fluorescence | 0.16% of 340,000 active | inhibition, % at 20 µM;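 active means inhibition above about 35% when tested at 20 µM, limit read from the data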;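 further: plate controls were DMSO wells with enzyme for no effect and DMSO wells lacking enzyme for full effect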
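Assay system: in-house recombinant HK5 (HKDC1) enzyme. Input: HKDC1 at 5 µg/mL. Medium: Tris pH 8.0 buffer with MgCl2, Tween-20, BSA, BME. Dosing: single 20 µM dose. Schedule: 90 min reaction incubation at room temperature, dark. Signal: resazurin-to-resorufin fluorescence via G6PDH and diaphorase coupling, 525/613 nm. Controls: DMSO-enzyme wells negative, buffer-substituted wells positive.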
hIAP inh: human IAP inhibitors, primary screen, biochemical, luminescence, uHTS | inhibition, % at 10 µM | purified IAP, CDP-Star luminescence, 30 min | Intestinal-type alkaline phosphatase (Homo sapiens), P09923 | 0.12% of 330,000 active;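 active means inhibition reaching a set limit with compound at 10 µM in the primary screen, cut at about 35% in these data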;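 further: plate controls were DMSO wells with enzyme for no effect and no-enzyme buffer wells for full effect; values of inactives mirror those of a sister screen read the other way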
Target sequence (P09923 whole entry, looked up): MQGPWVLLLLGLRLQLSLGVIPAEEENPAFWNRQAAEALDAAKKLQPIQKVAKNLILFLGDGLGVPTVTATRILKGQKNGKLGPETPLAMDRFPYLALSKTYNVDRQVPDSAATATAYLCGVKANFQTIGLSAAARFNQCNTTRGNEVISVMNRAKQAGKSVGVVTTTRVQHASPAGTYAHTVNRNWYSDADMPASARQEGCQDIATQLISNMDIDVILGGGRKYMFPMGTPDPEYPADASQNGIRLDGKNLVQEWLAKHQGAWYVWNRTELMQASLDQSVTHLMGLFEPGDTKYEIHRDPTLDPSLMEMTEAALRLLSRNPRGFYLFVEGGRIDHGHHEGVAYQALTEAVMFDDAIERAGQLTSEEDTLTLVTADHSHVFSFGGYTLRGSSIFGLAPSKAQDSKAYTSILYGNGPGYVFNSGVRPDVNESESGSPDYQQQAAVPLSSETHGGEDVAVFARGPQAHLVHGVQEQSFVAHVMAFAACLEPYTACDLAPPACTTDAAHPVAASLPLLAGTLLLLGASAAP
hIAP activ: human IAP activators, primary screen, biochemical, luminescence, uHTS; Intestinal-type alkaline phosphatase (Homo sapiens), P09923; purified human IAP, CDP-Star luminescence, 30 min; stronger effect = higher value; 1 = vehicle-only enzyme, 0 = enzyme-free background; activation factor at 10 µM; 0.16% of 330,000 active; AID 2524, 2010;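 active means activation factor of the enzyme at least 2-fold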; further: the source names both 10 and 20 µM as test concentration; values of inactives mirror those of a sister screen read the other way
A3A deaminase: APOBEC3A ssDNA deaminase inhibitors, primary screen, selectivity assay for APOBEC3G inhibitor project, biochemical, FAM/TAMRA oligo cleavage fluorescence. AID 493011, 2011. inhibition, % at 20 µM. DNA dC->dU-editing enzyme APOBEC-3A (Homo sapiens), P31941. recombinant A3A, FAM/TAMRA ssDNA deamination fluorescence. 0.41% of 330,000 active;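 active means at least 40% inhibition at 20 µM here, with at most 30% in a related deaminase screen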;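 further: plate controls were A3A with DMSO for no effect and wells lacking A3A enzyme for full effect; some results filed as inactive read as strong as hits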
mIAP inh: inhibitors of mouse IAP, primary screen, biochemical, luminescence, uHTS. intestinal alkaline phosphatase [Mus musculus]. purified mouse IAP, CDP-Star luminescence, 30 min. inhibition, % at 10 µM. 0.2% of 330,000 active. AID 2806, 2010;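 active means inhibition of at least 40% at 10 µM in the primary screen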;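 further: plate controls were DMSO with enzyme for no effect and no enzyme wells for full effect; values of inactives mirror those of a sister screen read the other way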
mIAP act: activators of mouse IAP, primary screen, biochemical, luminescence, uHTS | intestinal alkaline phosphatase [Mus musculus] | muIAP, CDP-Star luminescence, 30 min; stronger effect = higher value; 1 = vehicle-only enzyme signal, 0 = enzyme-free wells | activation factor at 10 µM | 0.24% of 330,000 active | AID 2805, 2010;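 active means activation factor of at least 2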; further: the source names both 10 and 20 µM as test concentration; values of inactives mirror those of a sister screen read the other way
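Assay system: mouse IAP enzyme; Reagent: CDP-Star chemiluminescent phosphatase substrate; Compound: DMSO-dissolved test compounds; Incubation: 30 min, room temperature; Technique: luminescence from enzymatic CDP-Star hydrolysis; Controls: DMSO-only wells and no-enzyme negative control.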
PfG6PD inh: PfG6PD enzyme inhibitors, primary screen, biochemical, fluorescence intensity, uHTS; 0.78% of 350,000 active; inhibition, % at 20 µM; glucose-6-phosphate dehydrogenase-6-phosphogluconolactonase (Plasmodium falciparum 3D7); PfGluPho enzyme, NADPH resazurin-diaphorase fluorescence;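 active means inhibition reaching at least a set limit at 20 µM in the primary screen, cut at about 59% in these data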;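 further: 0% = DMSO wells with substrate and 100% = DMSO wells lacking glucose-6-phosphate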
Active calls of the source: *; . = not tested or not shown.

SMILES	ATG4B inhibitor	HKDC1 inhibitor	hIAP inh	hIAP activ	A3A deaminase	mIAP inh	mIAP act	PfG6PD inh
CCOc1cc(N2CCOCC2)c(OCC)cc1NC(=O)CN1C(=O)NC2(CCCCC2)C1=O	-5	14	2	0.98	4	3	0.97	27
COCCOC(=O)C1=C(N)Oc2c(oc(CO)cc2=O)C1c1c(F)cccc1Cl (stereo not given)	-2	-4	5	0.95	4	-2	1	-5
Cc1c(CCC(=O)NCCC(=O)O)c(=O)oc2c(C)c3oc4c(c3cc12)CCCC4	20	5	21	0.79	2	4	0.96	-16
NC(=O)C1(NC(=O)[C@@H]2CC3(CC(c4cccc(NC(=O)[C@@H]5CCC(=O)N5)c4)=NO3)CN2C(=O)Cc2ccc(C(F)(F)F)cc2)CC1 (stereo not given in full)	-14	-4	-19	1.2	1	-17	1.2	-5
CCc1ccccc1NC(=O)CN1CCN(C(=O)CN2C(=O)NC3(CCCCC3C)C2=O)CC1 (stereo not given)	-10	-2	1	0.99	1	0	1	2
Cc1ccccc1NC(=O)COC(=O)c1ccc(S(=O)(=O)N2CCCC2)cc1	-6	-6	-17	1.2	1	-9	1.1	8
O=C(NCCCCc1ccccc1)C1CC(c2ccc(C(F)(F)F)cc2)=NO1 (stereo not given)	-5	2	8	0.92	0	7	0.93	13
CC(=O)Nc1ccc(OC(F)(F)C(F)F)c(NC(C)=O)c1	-19	-8	0	1	-2	8	0.93	-3
O=C(OCC(=O)N1CCc2ccccc21)c1ccccc1	1	-8	6	0.94	0	6	0.94	-2
Cc1ccc(-c2noc(CCC(=O)N(C)c3ccccc3C)n2)cc1	-6	-6	2	0.98	-2	-12	1.1	2
NCc1ccccc1CS(=O)(=O)N1CCOCC1	1	-2	-11	1.1	-1	-7	1.1	-7
CCOC(=O)c1cc(S(=O)(=O)NCC2CCN(Cc3cccc(C)c3)CC2)cn1C	4	-3	6	0.94	-5	0	1	-6
CCCCCCCCCCn1c2c(c(=N)c3c1CCC3)CCC2	19	-2	5	0.95	0	-8	1.1	-3
O=C(Nc1nnc(/C=C/c2ccccc2)s1)c1ccco1	2	-4	6	0.94	-3	1	0.99	-20
COc1ccc(-c2noc(CSc3nnc(-c4ccccc4)n3C)n2)cc1	3	1	9	0.91	2	-11	1.1	10
COc1ccc(CC(=O)O/N=C(\N)c2ccc(Br)cc2)cc1OC	-2	-3	-21	1.2	1	0	1	16
CC(=O)c1c(C)nc2sc3c(=N)n(N)cnc3c2c1-c1ccc(Cl)cc1	4	-21	-4	1	1	2	0.98	-18
CCOC(=O)C1CCCN(C2CCN(Cc3nc(-c4ccccc4)no3)CC2)C1 (stereo not given)	-12	-4	9	0.91	-4	1	0.99	7
COc1ccc(OC)c(N2CC(O)(c3ccccc3)[N+]3=C2SCCC3)c1 (stereo not given)	3	-6	-17	1.2	-2	-8	1.1	-11
Cc1cccn2c(=O)c(/C=C(\C#N)S(=O)(=O)c3ccccc3)c(N3CCC(C(N)=O)CC3)nc12	-13	5	3	0.97	-3	4	0.96	-1
O=[N+]([O-])c1ccc(O)c(/C=N/NC2=NS(=O)(=O)c3ccccc32)c1	6	-8	-5	1.1	0	12	0.88	-15
COc1ccc(C(=O)Nc2cccc(-c3csc(C)n3)c2)cc1S(=O)(=O)N1CCCC1	-8	4	-9	1.1	3	-6	1.1	2
Cc1cccc(Nc2ncc3c(n2)CC(c2ccco2)CC3=O)c1 (stereo not given)	3	-2	18	0.82	-2	8	0.92	9
N#Cc1c(/N=C\c2ccc(O)c([N+](=O)[O-])c2)sc2c1CCCC2	8	-2	1	0.99	1	19	0.81	3
COCC(=O)Oc1c(S(=O)(=O)c2ccc(C)cc2)c(C)nn1C(C)(C)C	15	2	1	0.99	-2	2	0.98	-20
Going on with the list:
SMILES	ATG4B inhibitor	HKDC1 inhibitor	hIAP inh	hIAP activ	A3A deaminase	mIAP inh	mIAP act	PfG6PD inh
COC(=O)c1ccc2nc(NC(=O)CN3C(=O)CCC3=O)sc2c1	-9	4	21	0.79	-3	-15	1.2	-9
CCSc1ncc(Cl)c(C(=O)Nc2ccccc2F)n1	-3	-2	7	0.93	-2	-8	1.1	-7
CCc1ccc(/C=N/NC(=O)c2nnn(-c3nonc3N)c2CN2CCOCC2)cc1	-7	3	-5	1.1	-4	-1	1	5
O=S(=O)(c1ccc(F)c(F)c1F)N1CCN(C(=S)Nc2ccccc2)CC1	-3	-1	3	0.97	3	-3	1	-1
Cc1cccc(NC(=O)CSc2n[nH]c(-c3ccncc3)n2)c1	-15	5	6	0.94	0	2	0.98	-20
CCC1CN(C(=O)N2CCC(C(=O)NCCc3ccc(OC)cc3OC)CC2)c2ccccc2O1 (stereo not given)	7	-4	-4	1	-3	0	1	-12
COc1ccc(-c2noc(N3CCC(C(=O)Nc4ccc(F)cc4F)CC3)n2)cc1	-20	-1	17	0.83	-5	-2	1	6
O=C(NC(=S)NCCc1ccc(Cl)cc1)c1ccco1	-2	3	8	0.92	-2	8	0.92	20
COC(=O)CC1C(=O)NCCN1C(=O)CSc1nnc(Nc2ccc(OC)cc2)s1 (stereo not given)	-5	-3	-12	1.1	0	-1	1	10
Cn1ncc(Br)c1C(=O)N/N=C/c1cccc(OC2CSC2)c1	-6	14	24	0.76	0	4	0.96	115*
O=C1CCCC/C1=N\Nc1ccc(C2CCCCC2)cc1	.	.	2	0.98	-1	8	0.92	.
CCCc1c(C)c2c(C)[nH]nc2oc1=O	1	-8	-13	1.1	-2	6	0.94	17
CC(C)C(=O)Nc1ccc(NC(=O)c2ccccn2)cn1	-12	-2	-46	1.5	2	16	0.84	1
O=C(Nc1cccc2ncccc12)c1cc2ccccc2o1	-3	5	-1	1	2	-6	1.1	-5
Cc1cc([N+](=O)[O-])nn1CCCC(=O)O	-28	-6	3	0.97	1	-6	1.1	3
CCOc1ccc(C(=O)NCCC2=CCCCC2)cc1OCC	17	10	1	0.99	0	-1	1	-5
O=C(COC(=O)/C=C/c1ccccc1Cl)NCCNC(=O)COC(=O)/C=C/c1ccccc1Cl	2	3	10	0.9	1	7	0.93	-6
c1ccc(N2CCN(c3nc4ccccc4n4cnnc34)CC2)cc1	0	5	8	0.92	-4	-8	1.1	-2
CCOc1ccc2cc(C#N)c(SCC(=O)NC(C)CC)nc2c1 (stereo not given)	.	.	-16	1.2	0	5	0.95	.
COc1ccc(C2c3ccc(O)cc3Oc3ncn(Cc4ccco4)c(=N)c32)cc1OC (stereo not given)	-5	2	-12	1.1	3	8	0.92	0
O=C(NCCN1CCN(c2ccccc2)CC1)c1cccn2c(=O)c3cc(Cl)ccc3nc12	2	5	15	0.85	2	11	0.89	-2
Cc1nc(SCC(=O)NCCc2ccccc2)n[nH]1	1	-5	-11	1.1	-1	10	0.9	2
COc1ccc(S(=O)(=O)N2CCCC2)c(C)c1C	4	1	2	0.97	0	0	1	-16
COc1ccccc1C1=NC(c2ccc(F)cc2)N=C1C (stereo not given)	14	1	7	0.93	0	9	0.91	-3
Nc1nc(Nc2ccccc2)nc(C(F)(F)F)n1	2	-1	3	0.97	-3	-9	1.1	0
New compounds follow:
SMILES	ATG4B inhibitor	HKDC1 inhibitor	hIAP inh	hIAP activ	A3A deaminase	mIAP inh	mIAP act	PfG6PD inh
Cc1ccc(NS(=O)(=O)N2CCOCC2)cc1	-2	-4	6	0.94	3	-1	1	1
O=C(Cc1c[nH]c2ccccc12)N[C@@H](Cc1c[nH]c2ccccc12)C(=O)O	-6	-7	6	0.94	-3	2	0.98	0
CC1CCCCC1NCc1cccc([N+](=O)[O-])c1 (stereo not given)	1	0	17	0.83	-2	8	0.92	4
CC1(C)C2CC=C(/C=N/NC(=S)NCCc3ccccc3)C1C2 (stereo not given)	-3	-5	-3	1	-4	-2	1	19
Cc1ccc(-c2cc(-c3ccc(F)cc3)n[nH]2)c(O)c1	-2	-2	-61	1.6	-7	-2	1	16
O=C(COC(=O)c1ccc[nH]c1=O)Nc1ccc(S(=O)(=O)N2CCCC2)cc1	-3	-7	-5	1	16	0	1	-12
CC1=CCC2C(=O)N(Cc3ccccc3)C(=O)C2C1 (stereo not given)	-3	-7	10	0.9	-5	-2	1	-24
Cc1ccc(C(=O)C(C)OC(=O)c2nc(Cl)ccc2Cl)cc1 (stereo not given)	-1	-5	-8	1.1	1	3	0.97	0
CC(=O)c1ccc(OCCNS(=O)(=O)c2ccc(-n3cnnn3)cc2)cc1	-6	1	-12	1.1	-3	0	1	0
O=C1CN(C(=O)COC(=O)c2ccco2)c2ccccc2N1	4	-1	18	0.82	-1	1	0.99	-10
Nc1c(S(=O)(=O)c2cccs2)c2nc3ccccc3nc2n1Cc1ccc2c(c1)OCO2	-27	17	-13	1.1	-1	3	0.97	10
Cc1ccccc1-n1nc(-c2cccnc2)cc1C(=O)NN	-11	-5	-4	1	4	12	0.89	20
COc1ccc(NC(=O)N(C2CCCCC2)C(C)c2ccco2)c(OC)c1 (stereo not given)	-11	15	-5	1.1	-6	5	0.95	26
CCNc1nc(NC(C)C)nc(OCC)n1	5	-2	-3	1	-3	7	0.93	-6
O=C(c1ccncc1)N(c1ccc2oc3c(c2c1)CCCC3)S(=O)(=O)c1cccc([N+](=O)[O-])c1	-11	6	1	0.99	4	5	0.95	-11
O=S(=O)(Nc1ccc(Cc2ccncc2)cc1)c1ccc(Cl)cc1	-18	17	7	0.93	2	13	0.87	5
COc1ccc(CCC(=O)NNC(=O)c2cccs2)cc1	-2	-2	-10	1.1	2	-6	1.1	12
Cc1ccc(C)c(CSCC(=O)NCc2cccs2)c1	2	-13	2	0.98	4	-2	1	13
O=C(Cn1c(=O)oc2cc(S(=O)(=O)N3CCCCC3)ccc21)N1CCc2ccccc21	-6	-3	-30	1.3	-1	-10	1.1	6
O=C(Nc1cccc(C(F)(F)F)c1)c1ccc(N2CCNCC2)c([N+](=O)[O-])c1	-2	-3	3	0.97	7	8	0.93	15
COC(=O)[C@H](Cc1ccccc1)NC(=O)Nc1ccc(C)cc1	-6	2	-8	1.1	2	9	0.91	-1
Cc1cccc2cc(COC(=O)c3ccco3)c(=O)[nH]c12	-8	3	6	0.94	-1	2	0.98	14
CCOc1cccc(OCCCCn2cnc3ccccc3c2=O)c1	7	-5	-11	1.1	4	-14	1.1	-5

Record cards, from the list above.
Cc1ccc(C)c(CSCC(=O)NCc2cccs2)c1 across the screens: ATG4B inhibitor = 2; HKDC1 inhibitor = -13; hIAP inh = 2; hIAP activ = 0.98; A3A deaminase = 4; mIAP inh = -2; mIAP act = 1; PfG6PD inh = 13
CCOc1cccc(OCCCCn2cnc3ccccc3c2=O)c1 across the screens: ATG4B inhibitor = 7; HKDC1 inhibitor = -5; hIAP inh = -11; hIAP activ = 1.1; A3A deaminase = 4; mIAP inh = -14; mIAP act = 1.1; PfG6PD inh = -5
